Bioassay records (PubChem)
human PMI inhibition: inhibitors of human PMI, primary screen, biochemical, fluorescence intensity, coupled assay (AID 1209). inhibition, % at 20 µM; hits with a dose series show IC50 in µM. purified PMI enzyme, coupled fluorescence intensity; higher % means a stronger effect. 0.42% of 190,000 active;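 further: plate controls were DMSO vehicle for no effect and wells lacking substrate for full effect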
Yfh1-depleted yeast: mitochondrial function rescue without frataxin homolog – Friedreich's ataxia, plus single-dose screen, dose response (AID 1465) | fold induction at 50 µM, or EC50 in µM where a hit was titrated | 0.074% of 220,000 active | S. cerevisiae Yfh1-off respiration, WST-1 reduction, 72 h; higher fold induction means a stronger effect;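 active means fold induction of absorbance versus untreated yeast above a set limit, then at least 30% activation at any dose in follow-up; inconclusive means repeats straddling the limit, or above it without dose testing; inactive means fold induction below the set limit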;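 further: activators that raise dye reduction in frataxin-depleted yeast; strong numbers were not always called active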
WT yeast gro inh: growth inhibition of WT yeast, mitochondrial fusion screen. 2.1% of 190,000 active. inhibition, % at 10 µM. mitochondrial fusion phenotypic screen, WT strain; in the data active means inhibition above about 58%; tested in S. cerevisiae
Insulin prom up: MIN6 insulin promoter up-regulation. 0.3% of 190,000 active. MIN6 insulin promoter-GFP reporter, high-content imaging; stronger effect = higher value. z-score at 5 µM;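 active means z-score above 3 at 5 µM with at least 500 cells counted in the well; inconclusive means wells under 500 cells, flagged as cytotoxic or low count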
MT stabilizer: microtubule stabilization, imaging screen; AID 2205; % tubulin-high responders, % at 10 µM; HeLa tubulin immunostaining HCS, 24 h; share of cells brighter than vehicle mean+2SD; 0.83% of 200,000 active;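 active means plate Z-score above 3 for both tubulin-high and condensed-nucleus cell shares, with cell loss under 80%, at 10 µM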;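 further: anti alpha tubulin signal scored within the nucleus-defined area of each cell; some results filed as inactive read as strong as hits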
human PMI inhibitors: MPI inhibition at elevated mannose 6-phosphate – biochemical, fluorescence intensity, high mannose 6-phosphate, primary screen (AID 1220); recombinant PMI enzyme, coupled fluorescence intensity; higher % means a stronger effect; 0.66% of 190,000 active; one-dose inhibition, % at 20 µM; IC50 in µM for titrated hits
Dynein transport: dynein cargo transport inhibition. 3617.4 mouse cells, GR-EGFP nuclear translocation imaging; test concentration mostly 20 µM; stimulated with dexamethasone, 1 µM; stronger effect = lower value. z-score, hits read low. 0.47% of 220,000 active. AID 1381;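 active means plate z-score of nuclear minus cytoplasmic receptor signal below a set negative limit, without overly bright fluorescence or cell loss, cut at about -3.5 in these data, passing the limit was not always enough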;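 further: z-score of nuclear minus cytoplasmic ring GR-EGFP intensity difference per well; some compounds called inactive have numbers as strong as hits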
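Also added: dexamethasone, 1.0 µM final. Medium: tet-free, stripped-serum medium. Detection: fixed, Hoechst-stained cells imaged at 10x for EGFP. Read-out: nuclear-to-cytoplasmic GR-EGFP distribution per well. Times: induction 48 h, compound 1 h, agonist 30 min.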
Autophagy mod: autophagy modulation, high-content screen; calls only at 10 µM (by protocol); 0.98% of 190,000 active; MEF GFP-LC3 puncta imaging; test concentration mostly 10 µM; AID 463193;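 active means percentage of spot-positive cells more than 3 SD above its plate mean, without a fluorescence outlier flag or 80% toxicity; inconclusive means no clear call, values can overlap the other calls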;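 further: spot-positive cell cutoff set from DMSO-treated cells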
bCat nuc transl: alters nuclear translocation of beta-catenin in HeLa cells; immunofluorescence imaging; nuclear translocation activity, % at 5 µM; AID 1665; 0.3% of 190,000 active;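 active means nuclear translocation activity above 50% at 5 µM, with a well cell count of 50 or more; inconclusive means wells under 50 cells across six images, flagged as toxic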;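 further: per-cell ratio of nuclear to cytoplasmic median beta-catenin stain intensity; plate controls were DMSO negative control for no effect and GSK-3 inhibitor IX positive control for full effect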
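Test system: human HeLa cells, native beta-catenin. Compound dosing: 5 µM primary single dose, 0.1% DMSO, 0.02–20 µM confirmation series. Incubation: compound exposure 24 h at 37°C. Detection: beta-catenin immunostaining with DAPI counterstain, 20x imaging, 6 fields/well. Read-out basis: Nuclear/cytoplasmic beta-catenin signal ratio, % activation.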
WT yeast gro inh mutant strain: second read-out of WT yeast gro inh, no call of its own (marks repeat the call); inhibition, %; mitochondrial fusion phenotypic screen, mutant strain inhibition
Dynein transport cytoplasmic EGFP: further read-out of Dynein transport, marked with its call; z-score; measured here: cytoplasmic GR-EGFP intensity; stronger effect = higher value
Dynein transport nuclear GR-EGFP: second read-out of Dynein transport, no call of its own (marks repeat the call); z-score; measured here: nuclear GR-EGFP intensity;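 lower value marks the stronger effect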
Dynein transport cell count: recorded beside Dynein transport, whose call it bears; z-score; measured here: cell count per field
Insulin prom up cell count: also measured in Insulin prom up; calls as there; cell count; measured here: cytotoxicity, nuclei count;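 total cells summed across four imaged fields per well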
bCat nuc transl cell count 5 µM: also measured in bCat nuc transl; calls as there; cell count; measured here: cell count, cytotoxicity flag
MT stabilizer Hoechst-high %: second read-out of MT stabilizer, no call of its own (marks repeat the call); % Hoechst-high responders; measured here: nuclear condensation Hoechst responders;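 share of cells brighter than vehicle mean plus two SD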
MT stabilizer cytotoxicity %: recorded beside MT stabilizer, whose call it bears; toxicity, %; measured here: cytotoxicity by cell density;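 0% = mean cell density of plate MIN control wells and 100% = no cells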
Autophagy mod cell loss 18 h: second read-out of Autophagy mod, no call of its own (marks repeat the call); toxicity, %; measured here: cell loss, nuclei count;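 cell loss after 18 h compound exposure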
* hit, by the source's call; i = inactive; ? = inconclusive; nt = not tested or not shown. Unless noted, no stated cut-off is given here; in the data, active means inhibition above about 50%; inactive means the rest.

SMILES | human PMI inhibition | Yfh1-depleted yeast | WT yeast gro inh | WT yeast gro inh mutant strain | Insulin prom up | Insulin prom up cell count | MT stabilizer | MT stabilizer Hoechst-high % | MT stabilizer cytotoxicity % | human PMI inhibitors | Dynein transport | Dynein transport cytoplasmic EGFP | Dynein transport nuclear GR-EGFP | Dynein transport cell count | Autophagy mod | Autophagy mod cell loss 18 h | bCat nuc transl | bCat nuc transl cell count 5 µM
CCn1cnc2cc(NC(=O)c3cccs3)ccc21 | -7% | i | 13 | 17 | 0.44 | 1430 | 1.5 | 1.5 | 6.5 | 3% | -0.95 | -0.3 | -0.54 | 0.38 | i | 0 | -0.2 | 1538
Cc1ccccc1NC(C)C(=O)N/N=C/c1ccccc1OCc1cccc(Br)c1 (stereo unspecified) | 6% | nt | -6 | -6 | -1.1 | 1186 | 2.8 | 1.6 | 6.8 | 6% | 0.16 | -0.075 | 0.64 | 0.53 | i | 22 | 0.5 | 1335
Cc1csc(NC(=O)c2cccc(C)c2C)n1 | -12% | i | 3 | -21 | -0.18 | 1563 | 5.7 | 1.5 | 5.9 | -6% | 0.9 | -0.27 | 0.7 | 0.26 | i | 6 | 2.3 | 1464
CC(C)CCn1nnnc1CN1CCN(C(c2ccccc2)c2ccccc2)CC1 | -3% | i | 36 | 26 | 0.64 | 1261 | 5.2 | 2.2 | 8.3 | 1% | -0.28 | -0.19 | 0.25 | 0.23 | i | 7 | -1.6 | 958
OCCN(CCO)c1ccc(C(c2ccc(Cl)cc2)c2ccc(N(CCO)CCO)cc2Cl)c(Cl)c1 | -1% | i | 16 | -10 | -0.02 | 1195 | 5.8 | 0.9 | 5.4 | 7% | 1.9 | -0.24 | 1.1 | 0.027 | i | 8 | 1.5 | 994
COc1ccc(Cl)cc1N1CC(c2nc3ccccc3[nH]2)CC1=O (stereo unspecified) | -12% | i | 5 | 2 | -0.57 | 1094 | 7.3 | 1.4 | 5.3 | -12% | -0.45 | -0.2 | -0.17 | -0.12 | nt | nt | -2.8 | 1218
O=C(NNS(=O)(=O)c1ccccc1Cl)c1nn(-c2ccc(F)cc2)ccc1=O | nt | i | nt | nt | -0.42 | 1429 | nt | nt | nt | nt | 0.25 | -0.26 | 0.069 | -0.051 | nt | nt | -6.2 | 1212
C[n+]1cccc2cccc([O-])c21 | nt | i | nt | nt | 0.13 | 1377 | nt | nt | nt | nt | -0.21 | -0.24 | -0.12 | 0.13 | nt | nt | 3.2 | 1113
Cc1ccc(C)c(NC(=O)C2CCCN2/C=C/C(=O)C(F)(F)F)c1 (stereo unspecified) | 5% | i | -10 | 0 | 0.08 | 1552 | 4.3 | 3.0 | 6.5 | 1% | -1.2 | -0.15 | -0.79 | 0.75 | i | 1 | 1.4 | 1149
COc1ccccc1N1C(=O)C2CC(C)=C(C)CC2C1=O (stereo unspecified) | 7% | i | 12 | 21 | -0.16 | 1155 | 2.2 | 0.9 | 8.6 | 11% | -0.94 | -0.25 | -0.27 | 0.92 | i | 9 | -3.1 | 925
CC(=O)c1cc2c(cc1NC(=O)CN1CCCCCC1)OCO2 | 10% | i | 12 | 8 | 0.05 | 1605 | 2.4 | 1.9 | 9.4 | 3% | -0.71 | -0.19 | -1 | 0.2 | i | -4 | -0.8 | 1276
O=C(CCSc1nnc2scc(-c3ccccc3)n12)Nc1nc(-c2ccccc2)ns1 | 2% | i | 9 | -44 | -0.05 | 1550 | 5.1 | 2.3 | 3.7 | 5% | 0.087 | -0.19 | 0.33 | -0.19 | i | -13 | -3.3 | 924
COc1ccc(C2CC(c3ccc(Cl)cc3Cl)Nc3nc(N)nn32)cc1 (stereo unspecified) | 10% | i | 1 | -2 | -0.4 | 1289 | 7.1 | 2.6 | 7.5 | 6% | -0.61 | -0.045 | -0.24 | 0.017 | nt | nt | 3.4 | 1080
C#CCOCCOCCOCCNc1nc(N2CCOCC2)nc(N2CCN(C(=O)[C@H](C)n3cc(CCCN=C(N)N)nn3)CC2)n1 | -10% | i | -13 | -17 | 0.97 | 1222 | 2.8 | 2.7 | 4.1 | -18% | 0.88 | -0.29 | 0.74 | 0.31 | i | -10 | nt | nt
O=C(NCCc1ccccn1)c1cc(-c2ccccc2Cl)nc2ccccc12 | 8% | i | 10 | 0 | -0.36 | 1244 | 6.9 | 2.0 | 4.9 | 4% | 0.77 | -0.1 | 0.68 | -0.7 | i | -38 | 3.0 | 998
O=C(OCc1nnc(-c2ccccc2)o1)c1ccco1 | 9% | i | 12 | 16 | nt | nt | 3.1 | 1.2 | 1.6 | 10% | -0.27 | -0.33 | 0.0073 | 0.48 | i | 9 | -1.0 | 1146
O=S(=O)(c1cccc2cccnc12)n1cnc2ccccc21 | 9% | i | 11 | -4 | -1.1 | 1041 | 1.5 | 1.6 | 0.1 | -1% | 0.22 | 0.0033 | 0.031 | -0.33 | i | -1 | 1.2 | 1138
COc1ccccc1NS(=O)(=O)c1cc(NC(=O)CNC(=O)c2ccc(C)s2)ccc1Cl | 7% | i | -11 | -9 | 0.78 | 1321 | 1.4 | 3.8 | 11 | 6% | 0.037 | -0.29 | -0.24 | 0.065 | i | -9 | -1.7 | 957
Clc1ccc(/C=C/c2nc3ccccc3[nH]2)c(Cl)c1 | 9% | i | 9 | -1 | -1.1 | 1381 | 2.2 | 1.8 | 1.5 | 5% | -0.9 | -0.21 | 0.18 | 0.75 | i | 10 | 2.2 | 1389
Cc1cc(Cl)ccc1N(CC(=O)N=Nc1c(O)[nH]c2ccccc12)S(C)(=O)=O | 12% | i | 11 | 11 | -0.19 | 712 | 1.1 | 2.1 | 8.1 | 8% | 1.1 | -0.15 | 0.72 | -0.033 | i | -3 | -2.1 | 991
O=C(CC1C(=O)NCCN1Cc1ccc(Cl)c(F)c1)NCC1CCOCC1 (stereo unspecified) | nt | i | nt | nt | -0.14 | 1090 | nt | nt | nt | nt | -1 | -0.07 | -0.56 | 1.7 | nt | nt | -0.8 | 1343
Cc1ccc(N/C=C2\CCCCC2=O)c(C)c1 | 2% | i | 1 | -5 | -0.21 | 1222 | 1.6 | 2.2 | 8.3 | -1% | 0.18 | -0.28 | -0.27 | 0.24 | i | 8 | -1.9 | 606
O=C(O)CCC(=O)OCC1CCCO1 (stereo unspecified) | 4% | i | 12 | 9 | -1.3 | 919 | 1.7 | 1.6 | 7.5 | -3% | -0.19 | -0.22 | 0.018 | 0.23 | i | -2 | 1.1 | 1214
O=C(NCCC1=CCCCC1)C1CCC(CNc2nc(=S)[nH]c3ccccc23)CC1 (stereo unspecified) | -5% | i | 2 | -7 | -0.73 | 1288 | nt | nt | nt | -7% | -0.31 | -0.12 | 0.17 | 0.28 | i | -20 | -0.5 | 1078
Cc1nc(-c2ccccc2OC(F)(F)F)[nH]c(=O)c1Cl | nt | i | nt | nt | -0.08 | 1480 | nt | nt | nt | nt | -0.24 | -0.31 | -0.19 | 1.1 | nt | nt | -2.0 | 1111

Other entries:
SMILES | human PMI inhibition | Yfh1-depleted yeast | WT yeast gro inh | WT yeast gro inh mutant strain | Insulin prom up | Insulin prom up cell count | MT stabilizer | MT stabilizer Hoechst-high % | MT stabilizer cytotoxicity % | human PMI inhibitors | Dynein transport | Dynein transport cytoplasmic EGFP | Dynein transport nuclear GR-EGFP | Dynein transport cell count | Autophagy mod | Autophagy mod cell loss 18 h | bCat nuc transl | bCat nuc transl cell count 5 µM
COCCNCCOCCOc1ccc(Cl)c(C)c1 | 8% | i | 6 | 14 | -0.32 | 806 | 1.8 | 1.7 | 6.6 | -8% | -0.46 | -0.26 | 0.03 | 0.34 | i | 34 | -1.3 | 1003
Cn1cc(CCC(=O)N2CCCC(CCC(=O)NCc3ccc(F)c(F)c3)C2)cn1 (stereo unspecified) | -2% | i | -2 | 7 | 0.11 | 1371 | 3.3 | 2.1 | 0.6 | -8% | -0.56 | -0.29 | -0.14 | 1.1 | i | 1 | -3.1 | 999
Cc1noc(C(=O)Nc2cccnc2)c1Cl | 6% | i | 5 | 6 | 0.7 | 868 | 5.6 | 1.7 | 1.1 | 5% | -0.24 | -0.27 | -0.13 | 0.6 | i | 1 | nt | nt
COc1ccc(C2N(Cc3ccccc3)CC(=O)N2/N=C(\C)c2ccccc2)cc1 (stereo unspecified) | 16% | i | 13 | 15 | -0.51 | 1281 | 3.3 | 0.7 | 1.8 | 17% | 0.91 | -0.23 | 1.4 | -0.78 | i | 27 | 4.6 | 558
Cn1nc(-c2ccc(OCC(=O)NCC3CCCO3)cc2)c2ccccc2c1=O (stereo unspecified) | 1% | i | 1 | 15 | ? | nt | 4.2 | 4.2 | 7.2 | -8% | 0.074 | -0.32 | -0.06 | 0.62 | i | -5 | 0.7 | 682
CCc1ccc(N2CC34C=CC(O3)C(C(=O)OC)C4C2=O)cc1 (stereo unspecified) | 18% | i | 2 | 0 | 1.5 | 1527 | 1.9 | 2.8 | 10 | 21% | 1.4 | 0.047 | 1.1 | -0.68 | nt | nt | 1.7 | 1052
COc1ccc(CCNC(=O)CSc2nnc(-c3ccccc3)c3ccccc23)cc1OC | 4% | i | -4 | 0 | -0.16 | 1496 | 5.5 | 4.2 | 5.2 | 5% | -0.54 | -0.19 | -0.53 | 0.29 | i | 9 | -2.7 | 1124
Cc1ccc(OCCn2cnc3c(N)ncnc32)cc1 | -7% | i | -6 | -10 | -2.2 | 999 | 3.0 | 1.9 | 6.5 | -11% | 0.1 | -0.22 | 0.3 | 0.35 | i | 7 | 0.0 | 973
